Exocytosis inh: lytic granule exocytosis inhibition. hit rate 0.66% among 360,000. TALL-104 LAMP-1 surface exposure, flow cytometry; cells stimulated with thapsigargin and PMA. AID 651702. inhibition, % at 10 µM;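 active means inhibition above about 55%, limit read from the data; inconclusive means no clear call, values can overlap the other calls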
PDI turbidity: inhibitors of human protein disulfide isomerase | P07237 | PDI insulin aggregation turbidity, A650, 90 min | inhibition, % at 10 µM | hit rate 0.052% among 350,000;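 active means mean inhibition across replicates of 30% or more, whatever share of single replicates reach that level; inconclusive means mean inhibition below 30% while every single replicate reaches 30%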;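 further: absorbance from insulin aggregation driven by PDI reduction with DTT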
Vif imaging: inhibitors of HIV Vif; HEK293T cells, Vif self-association by quenched fluorescence, imaging, 24 h; inhibition, % at 7.49 µM; hit rate 0.35% among 340,000; in the data active means inhibition above about 50%, passing the limit was not always enough; inconclusive means no clear call, values can overlap the other calls; inactive means below about 31%; further: some results filed as inactive read as strong as hits
hiPSC survival: enhancers of human iPSC single-cell survival; hiPSC single-cell survival, ATPlite luminescence; 100% = ROCK inhibitor wells, 0% = DMSO; hit rate 0.044% among 360,000; AID 602274; survival enhancement, % at 20 µM; in the data active means survival enhancement above about 18%;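 further: cells exposed to compounds for 16 hours before the ATP read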
ABCB6 inh 2: human ABCB6 transporter inhibition | fluorescence ratio to DMSO, % at 10 µM | hit rate 0.19% among 360,000 | K562-ABCB6 porphyrin accumulation, flow cytometry, 1 h; stronger effect = lower value | Q9NP58;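 active means fluorescence ratio to DMSO below 75%, the collection mean minus 3 SD; inconclusive means too few cells collected in the well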;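 further: signal is porphyrin accumulated inside mitochondria; 100% equals median channel fluorescence of DMSO control wells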
Target sequence (Q9NP58 whole entry, looked up): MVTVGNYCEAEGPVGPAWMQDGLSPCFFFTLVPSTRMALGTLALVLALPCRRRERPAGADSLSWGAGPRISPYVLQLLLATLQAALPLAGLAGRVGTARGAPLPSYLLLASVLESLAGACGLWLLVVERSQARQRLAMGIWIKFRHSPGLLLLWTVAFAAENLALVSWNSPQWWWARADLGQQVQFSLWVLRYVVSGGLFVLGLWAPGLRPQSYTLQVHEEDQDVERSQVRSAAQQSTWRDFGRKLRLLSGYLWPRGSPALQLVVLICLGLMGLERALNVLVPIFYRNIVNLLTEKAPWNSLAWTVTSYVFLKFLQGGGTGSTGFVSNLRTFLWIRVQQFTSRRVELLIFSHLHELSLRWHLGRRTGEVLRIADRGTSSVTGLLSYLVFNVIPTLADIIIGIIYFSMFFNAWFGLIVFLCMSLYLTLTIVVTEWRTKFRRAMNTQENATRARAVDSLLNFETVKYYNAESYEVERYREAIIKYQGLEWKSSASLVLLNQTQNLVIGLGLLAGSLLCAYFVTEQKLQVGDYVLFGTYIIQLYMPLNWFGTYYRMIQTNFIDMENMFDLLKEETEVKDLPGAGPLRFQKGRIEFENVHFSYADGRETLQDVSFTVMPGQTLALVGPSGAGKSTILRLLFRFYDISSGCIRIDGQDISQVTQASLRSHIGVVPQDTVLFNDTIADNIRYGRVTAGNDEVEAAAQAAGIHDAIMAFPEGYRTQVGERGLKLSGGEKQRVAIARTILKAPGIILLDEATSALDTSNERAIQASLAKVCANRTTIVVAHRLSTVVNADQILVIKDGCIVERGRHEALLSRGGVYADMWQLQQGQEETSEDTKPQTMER
CaV13 ICDI inh: Disruptors of the CACNA1D IQ motif to Ca2+-dependent inactivation inhibitor domain association, primary screening, Förster resonance energy transfer in intact living …; hit rate 0.098% among 340,000; inhibition, % at 12.3 µM; HEK cells, CFP/YFP FRET ICDI-IQ, plate reader, 10 min; percent FRET-ratio fall versus neutral wells; AID 743397;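 active means mean replicate inhibition of at least 30% and at least 1% of replicates passing that level; inconclusive means only one of the two criteria is met; inactive means neither criterion is met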;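 further: 0% = median of the neutral control wells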
N-glyco inh: blocks N-linked glycosylation in D54 reporter cells | reporter increase, % at 12.5 µM | D54 ERlucT glycosylation luciferase reporter, 24 h; percent of 100 nM tunicamycin response | hit rate 0.23% among 360,000 | AID 588692;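 active means mean luciferase reporter signal, scaled so untreated is 0 and the glycosylation-blocking control 100, at or above a set limit in every replicate; inconclusive means mean reaches the limit but not every replicate does; inactive means mean below the limit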;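 further: luciferase carries N-glycosylation sites so blocking glycosylation raises the light; 0% = median of neutral control wells and 100% = median of 100 nM tunicamycin wells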
aDG glyco up: alpha-DG glycosylation activation. Pro5-aDG cells, alpha-DG glycosylation AlphaScreen (IIH6); 0% Pro5, 100% B10-LARGE cell signal. activation, % at 10 µM. hit rate 0.22% among 360,000;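 active means activation of at least 8% versus controls, or a plate z-score of at least 8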;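 further: Pro5 are CHO cells carrying HIG-tagged alpha-DG that lacks glycosylation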
Cardio protect: myocardial damage modulation in H9c2 cells. H9c2 cardiomyocytes, H2O2 injury protection, ATPLite, 2 h. protection from H2O2 cell death, % at 20 µM. hit rate 0.63% among 360,000;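 active means compounds giving at least 50% protection of heart cells from peroxide-induced death in the single-dose screen, raw or plate-pattern-corrected value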;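 further: 0% = DMSO wells with peroxide and 100% = DMSO wells without peroxide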
HTR2A ag: agonists of mouse serotonin 5-HT2A receptor (HTR2A) | P35363 | hit rate 0.66% among 360,000 | CHO-K1 mHTR2A beta-arrestin complementation, luminescence; percent of 30 µM serotonin response | activation, % at 7.6 µM;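 active means activation above a run cutoff, the mean activation of all tested compounds plus 3 SD, cut at about 14% in these data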;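 further: 0% = plate median of compound wells and 100% = 30 µM serotonin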
* hit, by the source's call; u = inconclusive; x = no result given.

Abbreviations: A = Exocytosis inh; B = PDI turbidity; C = Vif imaging; D = hiPSC survival; E = ABCB6 inh 2; F = CaV13 ICDI inh; G = N-glyco inh; H = aDG glyco up; I = Cardio protect; J = HTR2A ag
1. COc1ccc(C2NC(=O)C(C#N)=C(S)N2c2ccccc2)cc1OC (centres undefined)
  A = 9; B = 2; C = -4; D = -0.6; E = 97; F = -1; G = 2; H = 0.0; I = -5; J = 3

2. Nc1ccccc1SCC(=O)Nc1ccc(N2CCOCC2)cc1
  A = 0; B = -6; C = 57*; D = -1.3; E = 102; F = -5; G = 5; H = -0.2; I = 7; J = -1

3. COc1ccccc1CC(=O)N1CCN(c2cccc(C(F)(F)F)c2)CC1
  A = -10; B = -4; C = -18; D = -1.2; E = 100; F = -5; G = -4; H = 1.0; I = -14; J = 3

4. O=C(Nc1ccccc1F)c1ccc2nc(N3C(=O)CCC3=O)sc2c1
  A = -8; B = 12; C = -12; D = 0.7; E = 96; F = -6; G = 1; H = 0.0; I = 8; J = 4

5. CC(=O)Oc1ccc2c(c1)C(=O)c1ccccc1CO2
  A = 0; B = -3; C = -2; D = -2.2; E = 102; F = -5; G = 0; H = -0.2; I = 4; J = -1

6. CCOC(=O)c1cccc(NC(=O)Nc2ccc(OCC)cc2)c1
  A = 5; B = -3; C = -13; D = -3.3; E = 95; F = -4; G = -3; H = 0.0; I = -10; J = -3

7. Fc1ccc(OCc2nn[nH]n2)c(F)c1
  A = -6; B = 3; C = 10; D = 3.0; E = 93; F = -2; G = 1; H = -0.1; I = 4; J = 2

8. COc1ccc(-c2cc(C(F)(F)F)nc(SCC(=O)NCCN3CCOCC3)n2)cc1OC
  A = -2; B = -4; C = u; D = 1.9; E = 98; F = x; G = 2; H = 0.1; I = 6; J = 2

9. COc1ccccc1-c1cnc(C(O)c2ccc(Cl)c(F)c2)[nH]1 (centres undefined)
  A = 5; B = 2; C = -7; D = -1.8; E = 95; F = -10; G = 4; H = -0.2; I = -3; J = 3

10. CC(=O)NCCC(=O)N1CCc2c([nH]c3ccccc23)C1c1cccc(C)c1 (centres undefined)
  A = -2; B = -3; C = 8; D = 2.3; E = 98; F = -15; G = 5; H = -0.2; I = 5; J = 1

11. CCn1c(SCC(=O)N2CCOCC2)nc2ccccc21
  A = -2; B = 3; C = -1; D = 0.9; E = 90; F = -5; G = 0; H = -0.2; I = 5; J = 1

12. Cc1c(NC(=S)NC(=O)c2ccc(Cl)cc2)c(=O)n(-c2ccccc2)n1C
  A = -11; B = -2; C = -4; D = 1.6; E = 99; F = -2; G = 2; H = 0.0; I = -4; J = 2

13. COC(=O)c1cc(OC)c(OC)cc1NC(=O)c1c(-c2ccccc2)noc1C
  A = 7; B = 4; C = 1; D = -0.6; E = 108; F = -8; G = 0; H = 0.0; I = 7; J = -2

14. Cc1ccc(C(=O)NCC(=O)NCC(c2cccs2)N(C)C)cc1C (centres undefined)
  A = 3; B = 26; C = -6; D = 1.7; E = 101; F = -6; G = 3; H = 0.0; I = -2; J = -9

15. COc1ccc(-n2c(-c3ccco3)n[nH]c2=S)cc1
  A = 0; B = -2; C = -1; D = -1.0; E = 98; F = -3; G = 2; H = 0.2; I = 1; J = -2

16. CCOC(=O)NC(=O)/C(C#N)=N/Nc1ccc(F)cc1
  A = 1; B = -12; C = -1; D = 1.0; E = 100; F = -4; G = 0; H = -0.1; I = 6; J = 0

17. COc1ccc(-n2c(C)cc(C(=O)COC(=O)c3cc(OC)c(OC)cc3NC(=O)c3cccs3)c2C)cc1
  A = 5; B = 4; C = -3; D = 2.9; E = 94; F = -4; G = -2; H = -0.1; I = 1; J = 1

18. COc1ccc(-n2c(=O)[nH]cc(C(=O)Nc3ccc4c(c3)OCCO4)c2=O)cc1
  A = -2; B = 0; C = 3; D = -0.9; E = 105; F = -5; G = 0; H = -0.2; I = -2; J = -4

19. Cc1cccc(CCNCc2c(C(=O)O)c(C)n(-c3ccccc3)c2C)c1
  A = 27; B = 5; C = -21; D = -0.8; E = 98; F = -17; G = -1; H = 0.1; I = -5; J = 3

20. CC(C)C(=O)N1CCN(c2ccc(NC(=O)c3ccco3)cc2Cl)CC1
  A = -16; B = -1; C = -2; D = -0.5; E = 92; F = -7; G = -1; H = 0.1; I = 13; J = -4

21. O=C1c2ccccc2C(=O)N1N(c1ccccc1)c1ccccc1
  A = -1; B = -1; C = -6; D = 1.7; E = 98; F = -6; G = 0; H = 0.3; I = -2; J = -3

22. CSc1ccccc1C(=O)N(C)C(c1ccccc1)c1ccccc1
  A = 43; B = 7; C = 7; D = 0.4; E = 100; F = -2; G = 1; H = 0.0; I = -6; J = -8

23. O=C(Nc1ccccc1)NC1CCCCCCC1
  A = 3; B = -4; C = -4; D = -0.2; E = 95; F = -20; G = -2; H = 0.1; I = -2; J = -9

24. COc1cccc(NC(=O)Nc2cc(C)ccc2F)c1
  A = -2; B = 1; C = -1; D = -2.9; E = 92; F = -3; G = -1; H = 0.1; I = -3; J = -3

25. Cn1c(N)c(C(=O)CCl)c(=O)n(Cc2ccccc2)c1=O
  A = -4; B = 6; C = -12; D = -1.8; E = 99; F = -5; G = -1; H = 0.4; I = 4; J = -4

Sorted by the number under Exocytosis inh (high to low): three from the list above
cpd	SMILES	Exocytosis inh	PDI turbidity	Vif imaging	ABCB6 inh 2	CaV13 ICDI inh	N-glyco inh	aDG glyco up	HTR2A ag
14	Cc1ccc(C(=O)NCC(=O)NCC(c2cccs2)N(C)C)cc1C (centres undefined)	3	26	-6	101	-6	3	0.0	-9
18	COc1ccc(-n2c(=O)[nH]cc(C(=O)Nc3ccc4c(c3)OCCO4)c2=O)cc1	-2	0	3	105	-5	0	-0.2	-4
4	O=C(Nc1ccccc1F)c1ccc2nc(N3C(=O)CCC3=O)sc2c1	-8	12	-12	96	-6	1	0.0	4

Remaining list, next part.
Abbreviations: A = Exocytosis inh; B = PDI turbidity; C = Vif imaging; D = hiPSC survival; E = ABCB6 inh 2; F = CaV13 ICDI inh; G = N-glyco inh; H = aDG glyco up; I = Cardio protect; J = HTR2A ag
26. Cc1cc(F)cc(-c2cc(C(=O)NCc3ccccc3)[nH]n2)c1
  A = 1; B = 2; C = -4; D = -0.4; E = 98; F = -7; G = 0; H = 0.5; I = 0; J = -6

27. C[C@H]1CCC[C@@]2(O[C@@H](CCO)C[C@H](O)[C@H]2O)O1
  A = -9; B = -4; C = 5; D = -4.4; E = 104; F = -11; G = 3; H = 0.2; I = 1; J = -5

28. C=CCNC(=O)COC(=O)c1cc(S(=O)(=O)N2CCOCC2)ccc1N1CCCCC1
  A = 0; B = -5; C = 3; D = 2.7; E = 95; F = -4; G = 1; H = 0.1; I = -6; J = 1

29. Cc1ccc2cc(C)c(SCC(=O)NCc3ccco3)nc2c1
  A = 1; B = 5; C = -11; D = 2.7; E = 94; F = -4; G = -4; H = 0.9; I = -1; J = -2

30. S=C1NC[C@H](Cc2ccccc2)N1CC1CCN(CCCC2CCCC2)CC1
  A = 3; B = 5; C = x; D = -3.6; E = 99; F = -4; G = -2; H = 2.5; I = -7; J = -9

31. Cc1ccc(C(=O)N(Cc2nnc(-c3ccccc3Cl)o2)C2CC2)o1
  A = -2; B = 0; C = 2; D = -3.1; E = 91; F = -12; G = -1; H = 0.0; I = -3; J = -3

32. O=C(Nc1ccc(C(F)(F)F)cc1)N1CCN(C(=O)c2ccco2)CC1
  A = -4; B = 8; C = 1; D = 1.2; E = 99; F = -2; G = 1; H = 0.0; I = 3; J = 8

33. O=C(Nc1ccon1)c1ccc(Br)s1
  A = -2; B = 5; C = 0; D = -0.5; E = 92; F = x; G = 0; H = -0.1; I = -3; J = -3

34. O=C(CSc1ccccc1F)Nc1ccc(N2CCOCC2)cc1
  A = -4; B = 4; C = 0; D = -1.6; E = 92; F = -14; G = 0; H = -0.1; I = 2; J = 10

35. O=C(O)c1cn(-c2ccc(F)cc2)c2cc(N3CCNCC3)c(F)cc2c1=O
  A = -5; B = -2; C = 1; D = -1.4; E = 98; F = -5; G = 2; H = -0.3; I = 3; J = 5

36. CCOC(=O)c1nnc(-c2ccccc2)nc1Sc1ccccc1Cl
  A = 102*; B = -8; C = -6; D = -1.7; E = 97; F = -1; G = -1; H = -0.4; I = -20; J = -4

37. Cc1ccc(S(=O)(=O)NCCC(=O)NCCSc2ccc(Br)cc2)cc1
  A = -2; B = 12; C = 3; D = -0.4; E = 97; F = -10; G = -1; H = -0.2; I = 1; J = -6

38. Cc1ccc(S(C)(=O)=NC(=O)NC(=O)c2c(F)cccc2Cl)cc1 (centres undefined)
  A = 0; B = 16; C = 5; D = -0.5; E = 95; F = -5; G = 0; H = 0.0; I = 2; J = 8

39. O=C(O)COCC(=O)Nc1ccc2c(c1)ncn2CCc1ccccc1
  A = 2; B = 7; C = 3; D = -0.1; E = 100; F = -22; G = 4; H = -0.1; I = -3; J = 5

40. Cc1ccc(OCCNC(=O)c2ccccc2SCC(=O)N2CCCC2)cc1
  A = -5; B = 19; C = -7; D = 0.0; E = 94; F = -5; G = 1; H = -0.3; I = 6; J = 3

41. COc1ccccc1NC(=O)N1CCN(c2ncccn2)CC1
  A = 1; B = 6; C = 6; D = -0.7; E = 99; F = -5; G = 2; H = -0.1; I = 5; J = 3

42. O=C(NNC1=NS(=O)(=O)c2ccccc21)c1ccccc1Cl
  A = -2; B = 3; C = -9; D = 2.1; E = 99; F = -5; G = 0; H = 0.1; I = -5; J = 5

43. COC(=O)c1nnn(-c2nonc2N)c1CSc1nc2ccccc2o1
  A = -2; B = -2; C = 1; D = 0.6; E = 103; F = -6; G = -4; H = 0.4; I = 1; J = 1

44. O=[N+]([O-])c1ccc(-c2nn(-c3ccccc3)cc2/C=N/n2c(-c3ccncc3)n[nH]c2=S)cc1
  A = 2; B = -4; C = 12; D = -0.6; E = 98; F = 13; G = 1; H = -0.2; I = 3; J = 12

45. N=c1c(C(=O)NCc2ccc3c(c2)OCO3)cc2c(=O)n3ccccc3nc2n1CC1CCCO1 (centres undefined)
  A = 5; B = 1; C = 1; D = 0.6; E = 97; F = 0; G = 0; H = 0.7; I = 11; J = 3

46. Cc1cc(C)c(S(=O)(=O)NCCc2cc3ccc(C)c(C)c3[nH]c2=O)c(C)c1
  A = 11; B = 3; C = -6; D = -0.1; E = 99; F = -2; G = 1; H = -0.1; I = 0; J = -11

47. COCCn1cnnc1SCC(=O)Nc1cc(C)on1
  A = 3; B = -2; C = 14; D = 2.1; E = 97; F = -7; G = -2; H = -0.2; I = 10; J = -2

48. C=CCn1c(SCC(=O)N2CCN(c3ccccc3)CC2)nnc1-c1ccco1
  A = 0; B = 5; C = -2; D = 1.3; E = 94; F = -10; G = -2; H = 0.4; I = 1; J = 1

Structures above that bear a hit mark in Exocytosis inh.
| No. | SMILES | Exocytosis inh | PDI turbidity | Vif imaging | ABCB6 inh 2 | CaV13 ICDI inh | N-glyco inh | aDG glyco up | HTR2A ag |
| --- | --- | --- | --- | --- | --- | --- | --- | --- | --- |
| 36 | CCOC(=O)c1nnc(-c2ccccc2)nc1Sc1ccccc1Cl | 102* | -8 | -6 | 97 | -1 | -1 | -0.4 | -4 |
